Mot1-301 SUMO: SUMOylation pathway inhibition by Mot1-301 growth rescue; 1% of 320,000 active; growth rescue, % at 18.8 µM; S. cerevisiae Mot1-301 growth rescue, ATP luminescence, 38.5C; percent above DMSO median, 100 means doubled; AID 2716;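 active = every valid replicate shows activation above 250% relative to neutral control wells; inactive = the rest, any valid replicate at or below 250%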;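 note: OY570 slx delta 5 strain wells were the positive control but not used for scaling; some compounds called inactive have numbers as strong as hits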
CDK5 p35 inh: inhibitors of human CDK5/p35 kinase; inhibition, % at 10 µM; 0.01% of 330,000 active; Recombinant CDK5/p35, ADP-Glo luminescence, 60 min;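 active = highest replicate inhibition of at least 50% and at least 75% of replicates reaching 50%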;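 note: plate controls were DMSO neutral control for no effect and GW8510 at 10 µM for full effect; many of its hits are not listed in these tables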
Target sequence (Q00535 whole entry, looked up): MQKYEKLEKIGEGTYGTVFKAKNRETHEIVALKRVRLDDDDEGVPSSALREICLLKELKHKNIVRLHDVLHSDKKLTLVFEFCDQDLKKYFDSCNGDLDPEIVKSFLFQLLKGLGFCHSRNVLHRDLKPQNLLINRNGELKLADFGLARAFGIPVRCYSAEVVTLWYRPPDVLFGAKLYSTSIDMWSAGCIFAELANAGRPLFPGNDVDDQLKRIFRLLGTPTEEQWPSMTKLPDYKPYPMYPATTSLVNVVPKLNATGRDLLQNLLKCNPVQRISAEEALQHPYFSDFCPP
Target sequence (Q15078 whole entry, looked up): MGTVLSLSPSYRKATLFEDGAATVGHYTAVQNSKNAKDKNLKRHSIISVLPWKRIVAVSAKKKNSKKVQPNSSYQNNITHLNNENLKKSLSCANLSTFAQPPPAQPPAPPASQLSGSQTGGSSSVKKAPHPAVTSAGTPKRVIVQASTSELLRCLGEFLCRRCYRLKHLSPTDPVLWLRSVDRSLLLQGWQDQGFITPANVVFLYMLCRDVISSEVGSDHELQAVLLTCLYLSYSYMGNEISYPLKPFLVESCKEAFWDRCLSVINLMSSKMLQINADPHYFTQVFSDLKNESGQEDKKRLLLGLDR
LANA DNA inh: KSHV C-LANA DNA binding inhibition; MBP-C-LANA/FAM-LBS DNA binding, fluorescence polarization; inhibition, % at 9 µM; 0.078% of 340,000 active; AID 504423;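 active = highest replicate inhibition at or above 60% at 9 µM, even if other replicates fall short; inactive = all replicates below 60% inhibition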;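 note: 0% = neutral control wells and 100% = 4 µM acridine orange control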
dFosB activator: activators of mouse delta FosB homodimer | activation, % at 25 µM | P13346 | purified delta FosB, TAMRA-CDK5 oligo fluorescence polarization; percent of positive-control signal above neutral wells | 0.99% of 340,000 active | AID 493131;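 active = mean activation above about 17%, with every replicate also reaching it, limit read from the data, passing the limit was not always enough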;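 note: fluorescence polarization rise as delta FosB binds a TAMRA Cdk5 AP-1 oligo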
PfHsp90 set2: reduces growth (ATP signal) of yeast expressing P. falciparum Hsp90; inhibition, % at 9.4 µM; S. cerevisiae expressing PfHsp90, BacTiter-Glo ATP, 48 h; yeast lacking PDR1 and PDR3 efflux regulators; AID 504621; 0.32% of 310,000 active;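 active = every replicate shows inhibition above about 80%, whatever the replicate mean, limit read from the data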;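 note: 0% = DMSO neutral controls and 100% = 20 µM radicicol positive controls; yeast relying on Plasmodium falciparum Hsp90 in place of its own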
RTF Ca sens inh: cardiac RTF calcium desensitization; P19429+P45379; IANBD-labeled cardiac RTF, Ca2+ fluorescence; inhibition, % at 7.15 µM; 0.12% of 340,000 active; AID 493244;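 active = inhibition above the mean inhibition of all tested compounds plus 3 SD, cut at about 17% in these data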;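 note: assay run at fixed EC70 calcium of 1.6 mM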
PvdQ inh: blocks Pseudomonas aeruginosa PvdQ acylase activity. purified PvdQ acylase, fluorescence plate reader. inhibition, % at 10 µM. 0.063% of 340,000 active. AID 488965; in the data active = inhibition above about 30%, passing the limit was not always enough;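 note: 0% = vehicle neutral wells and 100% = reference inhibitor wells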
cardiac RTF act: cardiac RTF calcium sensitization. 0.24% of 340,000 active. P19429+P45379. IANBD-labeled TnC RTF fluorescence at EC20 calcium; 0% EC20 calcium, 100% full calcium. activation, % at 7.2 µM;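 active = activation above the mean over all tested compounds plus 3 SD, cut at about 30% in these data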;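 note: rise in fluorescence read as greater calcium sensitivity of cardiac thin filaments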
Rtt109 Vps75: C. albicans Rtt109 histone acetyltransferase inhibition; Q5AAJ8; purified Rtt109/Vps75, ThioGlo CoA-SH fluorescence, 4 h; inhibition, % at 34.9 µM; 0.16% of 330,000 active;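 active = inhibition of at least 50% in every replicate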
Target sequence (Q5AAJ8 whole entry, looked up): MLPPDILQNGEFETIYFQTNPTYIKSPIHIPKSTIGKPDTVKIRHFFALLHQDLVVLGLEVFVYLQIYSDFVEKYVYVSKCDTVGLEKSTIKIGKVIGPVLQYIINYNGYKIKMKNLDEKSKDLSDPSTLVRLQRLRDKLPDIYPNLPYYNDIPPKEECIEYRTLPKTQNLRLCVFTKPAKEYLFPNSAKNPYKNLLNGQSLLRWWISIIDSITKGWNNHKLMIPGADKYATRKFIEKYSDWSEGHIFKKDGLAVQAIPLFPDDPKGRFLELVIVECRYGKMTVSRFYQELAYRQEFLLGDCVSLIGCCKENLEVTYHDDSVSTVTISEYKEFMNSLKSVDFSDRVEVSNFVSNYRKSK
NSD2 inh: inhibitors of human histone methyltransferase NSD2; NSD2 peptide methylation, AlphaScreen, 120 min; inhibition, % at 12.5 µM; O96028; 0.54% of 310,000 active; in the data active = inhibition above about 50%
Keap1-Nrf2 PPI: inhibitors of human Keap1-Nrf2 protein-protein interaction; Q14145; Keap1 Kelch-Nrf2 peptide fluorescence polarization, 1536-well; inhibition, % at 9.4 µM; 0.15% of 340,000 active; AID 504523; in the data active = inhibition above about 12%;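 note: human Keap1 Kelch domain with fluorescein labeled Nrf2 9mer peptide probe; 0% = neutral control wells and 100% = peptide positive control; higher means more block of Keap1 binding to Nrf2 peptide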
The depositor's hits bear a star.

What do the screens show for `S=c1[nH]nc(COc2ccc(Cl)cc2)n1-c1ccc(Cl)cc1`?
Mot1-301 SUMO: 10.4; CDK5 p35 inh: 1.2; LANA DNA inh: 2.3; dFosB activator: 1.2; PfHsp90 set2: 31.8; RTF Ca sens inh: -1.2; PvdQ inh: -3.2; cardiac RTF act: 2.6; Rtt109 Vps75: -17.4; NSD2 inh: 1.4; Keap1-Nrf2 PPI: 2.7

Results for O=C(c1ccc(C(F)(F)F)cc1)N1CCN(c2ccc(N3CCOCC3)nn2)CC1 ?
Mot1-301 SUMO: 327.6; CDK5 p35 inh: -1.9; LANA DNA inh: -0.1; dFosB activator: 0.1; PfHsp90 set2: 11.8; RTF Ca sens inh: 10.0; PvdQ inh: -13.2; cardiac RTF act: 6.2; Rtt109 Vps75: -3.9; NSD2 inh: -4.6; Keap1-Nrf2 PPI: -4.1

How did Nc1nc(-c2cc3ccccc3o2)cs1 do in these assays?
Mot1-301 SUMO: -1.6; CDK5 p35 inh: -0.7; LANA DNA inh: -0.7; dFosB activator: -2.8; PfHsp90 set2: 13.9; RTF Ca sens inh: 2.8; PvdQ inh: 0.9; cardiac RTF act: 9.7; Rtt109 Vps75: 9.8; NSD2 inh: 0.5; Keap1-Nrf2 PPI: 1.0

What do the screens show for `COc1cccc(C(=O)OC2CCN(C)CC2)c1`?
Mot1-301 SUMO: 9.6; CDK5 p35 inh: 0.2; LANA DNA inh: -0.5; dFosB activator: 2.0; PfHsp90 set2: 0.4; RTF Ca sens inh: -5.7; PvdQ inh: 2.5; cardiac RTF act: -9.0; Rtt109 Vps75: 3.1; NSD2 inh: -4.4; Keap1-Nrf2 PPI: 3.2

Results for COC(=O)C1=NN[C@H](C(=O)OC)[C@H]1c1ccccc1 ?
Mot1-301 SUMO: 45.2; CDK5 p35 inh: 0.6; LANA DNA inh: 1.9; dFosB activator: 3.8; PfHsp90 set2: 15.4; RTF Ca sens inh: -5.6; PvdQ inh: 2.5; cardiac RTF act: 0.5; Rtt109 Vps75: -7.9; NSD2 inh: 29.7; Keap1-Nrf2 PPI: -2.9

How did CCOc1cc(NC(=O)C2CC2)c(OCC)cc1NC(=O)CCn1nnc2ccccc21 do in these assays?
Mot1-301 SUMO: -11.7; CDK5 p35 inh: 0.8; LANA DNA inh: 0.8; dFosB activator: 8.5; PfHsp90 set2: -11.4; RTF Ca sens inh: -7.0; PvdQ inh: -6.3; cardiac RTF act: 1.2; Rtt109 Vps75: 0.3; Keap1-Nrf2 PPI: -1.0

Results for CCCC(=O)NC(=S)Nc1ccccc1OC ?
Mot1-301 SUMO: -7.0; CDK5 p35 inh: 3.9; LANA DNA inh: 0.9; dFosB activator: 1.3; RTF Ca sens inh: 8.4; PvdQ inh: 14.2; cardiac RTF act: -0.4; Rtt109 Vps75: 25.8; NSD2 inh: -0.5; Keap1-Nrf2 PPI: -2.0

Results for CCCNS(=O)(=O)c1ccc(N2CCCC2=O)c([N+](=O)[O-])c1 ?
Mot1-301 SUMO: -0.9; CDK5 p35 inh: 0.7; LANA DNA inh: -1.3; dFosB activator: 0.3; PfHsp90 set2: -9.2; RTF Ca sens inh: -37.8; PvdQ inh: -9.4; cardiac RTF act: 5.2; Rtt109 Vps75: -1.1; NSD2 inh: -2.4; Keap1-Nrf2 PPI: 3.4

How did COc1cccc(-c2cc(-c3cccnc3)nc(N)c2C#N)c1 do in these assays?
Mot1-301 SUMO: -6.7; CDK5 p35 inh: 2.6; LANA DNA inh: -0.9; dFosB activator: -4.5; PfHsp90 set2: -6.7; RTF Ca sens inh: 2.0; PvdQ inh: 11.3; cardiac RTF act: 6.8; Rtt109 Vps75: -4.1; NSD2 inh: -3.4; Keap1-Nrf2 PPI: -0.8

How did C=CCn1c(NC(=O)c2ccco2)nc2ccccc21 do in these assays?
Mot1-301 SUMO: -12.2; CDK5 p35 inh: -0.9; LANA DNA inh: 0.1; dFosB activator: -0.3; PfHsp90 set2: -1.6; RTF Ca sens inh: -4.8; PvdQ inh: -9.7; cardiac RTF act: -0.6; Rtt109 Vps75: -1.0; NSD2 inh: -0.5; Keap1-Nrf2 PPI: 0.2

Results for Cc1c(C)c(C)c(CO/N=C/c2cccs2)c(C)c1C ?
Mot1-301 SUMO: 6.1; CDK5 p35 inh: -0.9; LANA DNA inh: -0.1; dFosB activator: -1.5; PfHsp90 set2: 3.4; RTF Ca sens inh: -0.5; PvdQ inh: -3.5; cardiac RTF act: -5.1; Rtt109 Vps75: 0.7; NSD2 inh: -1.4; Keap1-Nrf2 PPI: 0.3

Results for CC(C)(C)c1ccc(CCC(CC(=O)O)CC(=O)O)cc1 ?
Mot1-301 SUMO: 8.2; CDK5 p35 inh: 0.8; LANA DNA inh: 1.1; dFosB activator: 5.8; PfHsp90 set2: 18.3; RTF Ca sens inh: -3.1; PvdQ inh: -2.8; cardiac RTF act: -0.4; Rtt109 Vps75: -23.0; NSD2 inh: -1.8; Keap1-Nrf2 PPI: 1.3

What do the screens show for `Cc1ccc(/C=C/C2=NN(C)C(=O)CC2)cc1`?
Mot1-301 SUMO: 18.9; CDK5 p35 inh: 1.1; LANA DNA inh: 1.9; dFosB activator: 0.1; PfHsp90 set2: 20.5; RTF Ca sens inh: 7.5; PvdQ inh: 8.3; cardiac RTF act: 5.9; Rtt109 Vps75: -11.1; NSD2 inh: -5.3; Keap1-Nrf2 PPI: -4.5

How did COc1ccc(Nc2nc(N3CCN(C)CC3)nc3ccccc23)c(OC)c1 do in these assays?
Mot1-301 SUMO: -0.9; CDK5 p35 inh: -1.5; LANA DNA inh: -2.0; dFosB activator: 4.5; PfHsp90 set2: -33.1; RTF Ca sens inh: 3.3; PvdQ inh: -8.3; cardiac RTF act: 2.1; NSD2 inh: 3.3; Keap1-Nrf2 PPI: -1.0

How did Cc1ccc(CNCC2CCCO2)o1 (centres undefined) do in these assays?
Mot1-301 SUMO: 18.6; CDK5 p35 inh: 0.0; LANA DNA inh: 1.2; dFosB activator: -3.5; PfHsp90 set2: 3.1; RTF Ca sens inh: 6.6; PvdQ inh: 0.4; cardiac RTF act: -4.0; Rtt109 Vps75: -1.3; NSD2 inh: -0.7; Keap1-Nrf2 PPI: 0.2

How did COc1ccc(NC(=S)NC(NC(=O)CCl)C(Cl)(Cl)Cl)c([N+](=O)[O-])c1 (centres undefined) do in these assays?
Mot1-301 SUMO: -13.5; CDK5 p35 inh: 1.9; LANA DNA inh: -0.4; dFosB activator: -14.1; PfHsp90 set2: -31.3; RTF Ca sens inh: 4.9; PvdQ inh: -13.7; cardiac RTF act: -3.4; Rtt109 Vps75: 7.0; NSD2 inh: 9.6; Keap1-Nrf2 PPI: -0.2

Results for CCOC(=O)c1ccc(NC(=S)N2CCSC2c2ccc(Br)cc2)cc1 (centres undefined) ?
Mot1-301 SUMO: 8.2; CDK5 p35 inh: 1.2; LANA DNA inh: -0.2; dFosB activator: -3.5; PfHsp90 set2: -17.6; RTF Ca sens inh: -4.3; PvdQ inh: 11.2; cardiac RTF act: -8.4; Rtt109 Vps75: 5.9; NSD2 inh: 0.9; Keap1-Nrf2 PPI: 2.0

What do the screens show for `COc1ccc(-c2cn3c(C)c(C(=O)NC(C)C)sc3n2)cc1`?
Mot1-301 SUMO: 3.0; CDK5 p35 inh: -0.3; LANA DNA inh: 1.6; dFosB activator: -0.5; PfHsp90 set2: -27.0; RTF Ca sens inh: -3.7; PvdQ inh: -8.6; cardiac RTF act: -1.4; Rtt109 Vps75: -0.2; NSD2 inh: 0.7; Keap1-Nrf2 PPI: 0.5

How did COc1ccccc1C(=O)NC(=O)CSc1nc2nc(C)cc(C)n2n1 do in these assays?
Mot1-301 SUMO: -8.1; CDK5 p35 inh: 0.5; LANA DNA inh: 2.3; dFosB activator: -9.1; PfHsp90 set2: 0.0; RTF Ca sens inh: -7.0; PvdQ inh: -15.8; cardiac RTF act: -4.9; Rtt109 Vps75: -3.3; NSD2 inh: 0.8; Keap1-Nrf2 PPI: -7.3

How did CN(Cc1ccccc1)C(=O)NC1CCCCC1 do in these assays?
Mot1-301 SUMO: 6.8; CDK5 p35 inh: -2.2; LANA DNA inh: 0.5; dFosB activator: -3.7; RTF Ca sens inh: -4.7; PvdQ inh: -16.9; cardiac RTF act: -3.5; Rtt109 Vps75: -28.7; NSD2 inh: -1.0; Keap1-Nrf2 PPI: 0.3

How did CC(C)(C)OC(=O)NCCCCCc1nnc(SCc2ccccc2)o1 do in these assays?
Mot1-301 SUMO: -11.4; CDK5 p35 inh: -0.3; LANA DNA inh: -0.3; dFosB activator: -13.6; PfHsp90 set2: -17.2; RTF Ca sens inh: -12.7; PvdQ inh: -7.9; cardiac RTF act: 3.9; Rtt109 Vps75: 3.8; NSD2 inh: -8.5; Keap1-Nrf2 PPI: -0.9

What do the screens show for `O=C(Cc1ccc(NC(=O)C2CCCN(C(=O)C3CCC3)C2)cc1)Nc1cccc(C(=O)N2CCCCC2)c1` (centres undefined)?
CDK5 p35 inh: -3.6; LANA DNA inh: 0.6; dFosB activator: -2.0; PfHsp90 set2: -15.1; RTF Ca sens inh: 0.1; PvdQ inh: 2.6; cardiac RTF act: 0.8; Rtt109 Vps75: -2.3; Keap1-Nrf2 PPI: 1.9

Results for NCCOc1ccccc1-c1ccccc1 ?
Mot1-301 SUMO: -10.7; CDK5 p35 inh: -0.8; LANA DNA inh: -1.3; dFosB activator: -3.0; PfHsp90 set2: -55.6; RTF Ca sens inh: 4.6; PvdQ inh: -18.2; cardiac RTF act: -1.2; Rtt109 Vps75: 12.1; NSD2 inh: 0.9; Keap1-Nrf2 PPI: -5.9

Results for OC1CN=C2CCCc3c2n(c2ccc(Cl)cc32)C1 (centres undefined) ?
Mot1-301 SUMO: 367.9*; CDK5 p35 inh: 1.2; LANA DNA inh: -0.1; dFosB activator: -5.4; PfHsp90 set2: -11.1; RTF Ca sens inh: 1.9; PvdQ inh: -11.1; cardiac RTF act: 9.2; Rtt109 Vps75: -0.5; NSD2 inh: -3.2; Keap1-Nrf2 PPI: -0.2

What do the screens show for `COc1ccc(CCn2c(-c3cccc([N+](=O)[O-])c3)nc3nc4ccccc4nc32)cc1OC`?
Mot1-301 SUMO: -7.5; CDK5 p35 inh: -0.8; LANA DNA inh: 0.4; dFosB activator: -4.5; PfHsp90 set2: -25.2; RTF Ca sens inh: -2.2; PvdQ inh: -13.3; cardiac RTF act: 0.5; Rtt109 Vps75: -18.2; NSD2 inh: -3.6; Keap1-Nrf2 PPI: -2.3

What do the screens show for `O=[N+]([O-])c1ccc(Cl)cc1CN1CCCCCC1`?
Mot1-301 SUMO: -6.8; CDK5 p35 inh: 1.1; LANA DNA inh: 2.6; dFosB activator: 7.5; PfHsp90 set2: -0.2; RTF Ca sens inh: -0.5; PvdQ inh: -0.2; cardiac RTF act: 1.9; Rtt109 Vps75: 4.0; NSD2 inh: 7.4; Keap1-Nrf2 PPI: 6.1

What do the screens show for `COc1ccc(S(=O)(=O)NNC(=O)Nc2ccccc2OC)c(OC)c1`?
Mot1-301 SUMO: -10.5; CDK5 p35 inh: -0.8; LANA DNA inh: -0.5; dFosB activator: 0.3; PfHsp90 set2: -5.2; RTF Ca sens inh: -0.4; PvdQ inh: 0.5; cardiac RTF act: 0.1; Rtt109 Vps75: -7.6; NSD2 inh: -2.5; Keap1-Nrf2 PPI: -2.9

Bioassay records (PubChem BioAssay)
